# Source: PubChem
# XiGFP reactiv = reactivates the inactive X chromosome in mouse fibroblasts; XiGFP mouse fibroblasts, % GFP-positive cells imaging, 3 d; cells co-treated with 5-aza-dC sensitizer; scaled so ellipticine positive control = 100%; activation, % at 7.58 µM; 0.055% of 360,000 active;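 active = mean normalized replicate activation at least 10% and every replicate at or above 10%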;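 also: 0% = median of on-plate neutral control wells and 100% = ellipticine 6 µM median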
#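 Material: XiGFP fibroblasts, SV40-immortalized. Buffer or medium: DMEM plus 5-aza-dC sensitizer. Compound: single concentration per compound, delivered by pin transfer. Times: 3 days compound exposure. Controls: ellipticine 6 µM.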
# RAD52 inh = blocks human RAD52 DNA annealing; inhibition, % at 18.7 µM; P43351; recombinant RAD52 DNA annealing, FRET fluorescence; 0.46% of 360,000 active;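 active = every replicate showing at least 50% inhibition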
# Target sequence (P43351 whole entry, looked up): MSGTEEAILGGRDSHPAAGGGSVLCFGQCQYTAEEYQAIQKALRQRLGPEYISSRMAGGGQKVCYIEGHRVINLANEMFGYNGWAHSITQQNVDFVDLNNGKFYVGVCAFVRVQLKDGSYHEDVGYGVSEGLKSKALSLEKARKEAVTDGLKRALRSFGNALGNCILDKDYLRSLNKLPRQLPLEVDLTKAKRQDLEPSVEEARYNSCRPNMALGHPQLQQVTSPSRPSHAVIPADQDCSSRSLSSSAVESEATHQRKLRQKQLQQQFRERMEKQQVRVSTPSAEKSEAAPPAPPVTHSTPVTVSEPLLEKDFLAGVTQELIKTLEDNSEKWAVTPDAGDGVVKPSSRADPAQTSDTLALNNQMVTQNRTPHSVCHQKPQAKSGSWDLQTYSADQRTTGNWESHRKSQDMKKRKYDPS
# RAD54 branch = inhibitors of human RAD54 branch migration. Q92698. RAD54 Holliday junction branch migration, FAM/BHQ fluorescence. inhibition, % at 10.4 µM. 0.14% of 360,000 active. AID 602329;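 active = mean normalized replicate activity at least 40 and at least half of replicates scoring 40 or more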;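 also: 0% = median of neutral control wells and 100% = median of positive control wells; inhibitors cause a drop in the FAM fluorescence signal; in these data hits start at about 50%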
# FN deposition inh = fibronectin deposition inhibition | AH1F fibroblasts, Alexa488-fibronectin deposition fluorescence, overnight | inhibition, % at 12.6 µM | 0.086% of 350,000 active;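 active = mean inhibition across replicates of 30% or more, regardless of how many single replicates reach that level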;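 also: positive control wells lacked labelled fibronectin entirely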
#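 Schedule: 1 h cell adhesion before compound, then overnight fibronectin incubation; test system: AH1F fibroblast monolayer depositing Alexa488-labelled fibronectin into matrix; quantity: 10000 AH1F cells per well; probe or stimulus: fluorescent fibronectin at 24 nM final; signal: fluorescence, ex 485 nm, em 525 nm; evaluation: percent inhibition as loss of matrix-bound fibronectin fluorescence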
# esBAF inh = blocks esBAF chromatin remodeling in mouse ES cells; Bmi1-luciferase knock-in reporter, 24 h; 100% = twice the neutral-well signal; reporter increase, % at 12.5 µM; 2% of 350,000 active; in the data active = activation above about 40%;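 also: 0% = median of the plate's neutral control wells and 100% = double that signal; a rise in the Bmi1 reporter signal indicates esBAF inhibition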
# E-selectin induc = E-selectin induction on HUVECs; P16581; HUVEC E-selectin immunofluorescence imaging; normalized: neutral wells 0, TNF-alpha wells 100; activation, % at 7.58 µM; 0.37% of 260,000 active; AID 686992;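 active = mean E-selectin-positive cell signal at least 10% of the positive control, reached in at least 60% of replicates, without over 20% cell loss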;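 also: in these data hits start at about 27%; measured in HUVEC primary endothelial cells; signal is the percent of cells scored E-selectin positive by PE staining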
#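 Assay system: HUVEC primary endothelial cells. Input: 3,000 HUVEC seeded per well. Doses: one compound dose added by pin transfer. Read-out basis: % PE-positive cells. Benchmarks: TNF-alpha high, DMSO low. Detection: immunofluorescence imaging. Buffer or medium: EGM-2, gelatin.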
# S100A4 MyoIIA = blocks human S100A4 binding to myosin IIA peptide; AID 652163; inhibition, % at 10.7 µM; 0.14% of 360,000 active; P26447; S100A4/TAMRA-MyoIIA peptide fluorescence polarization;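 active = mean inhibition of at least 70% across replicates, with every replicate also reaching that level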
# Target sequence (P26447 whole entry, looked up): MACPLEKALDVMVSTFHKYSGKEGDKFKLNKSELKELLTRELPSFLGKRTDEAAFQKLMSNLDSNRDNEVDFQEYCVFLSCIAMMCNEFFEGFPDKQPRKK
#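 Material: human S100A4 monomer with TAMRA-labelled myosin IIA peptide; buffer or medium: HEPES pH 7.2 with CaCl2, KCl, NaCl, DTT, Triton; compound dosing: one concentration per compound; schedule: 5 min incubation before reading; benchmarks: neutral control DMSO, positive control TFP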
# EWS-Fli inh = inhibitors of EWS/Fli oncoprotein transcriptional activity; AID 651661; A673 NR0B1-luciferase reporter, viability-normalised; inhibition, % at 12.6 µM; 0.67% of 350,000 active;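 active = mean inhibition of at least 50% after viability correction, with every replicate also passing that limit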;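 also: firefly luciferase signal divided by Alamar Blue viability fluorescence both relative to DMSO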
# Starred values were filed as active, the others as inactive; . = no result given.
compound	S100A4 MyoIIA	esBAF inh	FN deposition inh	RAD52 inh	RAD54 branch	E-selectin induc	XiGFP reactiv	EWS-Fli inh
COc1ccc(-c2noc(CN(C)C(=O)c3ccco3)n2)cc1	-0.3	14.7	0.4	-7.6	-8.7	0.0	0.0	-23.3
COc1ccc(S(=O)(=O)n2ccc(-c3ccc4c(c3)CCC(C)(C)O4)n2)cc1	14.5	.	-1.4	-3.7	14.3	.	0.0	-11.4
Cc1ccc(CN2CCN(/N=C/c3ccc(C)s3)CC2)c(C)c1	-1.9	6.6	-0.7	-7.6	0.0	.	0.3	-1.4
O=C(C[C@H]1C[C@@H]2c3cc(NC(=O)C4CCC4)ccc3O[C@@H]2[C@H](CO)O1)NCc1cccc(F)c1	1.7	1.1	.	-1.0	6.0	0.0	-0.1	-3.4
COc1ccc(-c2nn(-c3ccccc3)cc2C(=O)O)cc1	0.5	5.5	0.5	0.7	-0.1	1.8	0.0	-1.4
O=C(Nc1cccc(C(=O)O)c1)/C(=C\c1cccc([N+](=O)[O-])c1)NC(=O)c1ccc(Br)cc1	-3.5	9.5	-4.2	-4.4	0.8	0.0	0.1	1.2
Cc1cc([N+](=O)[O-])nn1CCCC(=O)NCc1ccc(F)cc1	-4.1	1.9	0.3	-0.7	.	-0.2	0.2	-5.5
O=C(Nc1ccccc1Br)c1c(F)cccc1Cl	5.2	-6.5	7.8	5.0	4.0	1.6	0.0	1.6
CNC[C@@H]1Oc2c(NS(=O)(=O)c3c(C)noc3C)cccc2C(=O)N([C@H](C)CO)C[C@H]1C	6.3	.	-3.7	4.3	.	0.3	0.0	-13.9
Cc1ccc(C)c(S(=O)(=O)N2CCCCC2CCNC(=O)C(=O)NC2CCCC2)c1 (configuration not stated)	-1.9	8.0	0.4	-7.1	5.2	.	-0.1	5.2
CCOC(=O)[C@]12CCC=C1N(Cc1cccc3ccccc13)C(=O)[C@H](CC(=O)NCC13CC4CC(CC(C4)C1)C3)C2	-1.4	.	-5.2	-15.8	.	.	-0.1	10.6
COc1ccc(S(=O)(=O)N2CCN(CCC(=O)Nc3ccccc3F)CC2)cc1	-9.1	-3.0	.	-3.9	-0.6	.	.	9.6
O=C(N/N=C\c1ccc([N+](=O)[O-])s1)c1cncc(Br)c1	-2.1	.	14.0	-189.5	-4.5	.	0.0	-5.8
O=C(CCCN1C(=O)/C(=C\c2cccs2)SC1=S)Nc1ccc(C(=O)O)cc1	-0.6	-10.7	-2.2	-17.5	8.1	7.2	0.0	11.2
CCc1ccc(NC(=O)C(C)Sc2ccc(S(=O)(=O)N3CCN(C)CC3)cn2)cc1 (configuration not stated)	3.1	4.2	2.7	-5.3	-8.4	-0.4	-0.1	-6.2
O=C(CCS(=O)(=O)c1ccc(Cl)cc1)Nc1nc(-c2ccncc2)cs1	-0.7	-9.2	16.2	-14.9	4.9	.	0.1	.
Cc1cc(=O)[nH]c(SCC(=O)N2CC3(C)CC2CC(C)(C)C3)n1 (configuration not stated)	-6.3	.	1.5	1.2	-3.7	-0.3	0.0	7.4
COc1ccc(CN(C)C[C@H]2OCCCC[C@H](C)Oc3ccc(NS(=O)(=O)c4ccccc4)cc3C(=O)N([C@@H](C)CO)C[C@@H]2C)cc1	6.1	-3.3	-10.5	28.2	-3.5	-0.3	0.2	7.9
COc1cc(/C=C2/C(=O)NN(c3ccc(Cl)c(Cl)c3)C2=O)cc([N+](=O)[O-])c1O	-2.2	-3.5	-9.5	-2.4	-6.0	0.2	0.3	9.7
COc1cccc(/C=N/NC(=S)Nc2cccnc2)c1	-4.0	21.1	-0.6	-18.6	4.6	3.5	-0.1	-34.8
Cc1ccc(NC(=O)CN(C)Cc2cc(=O)n3ccsc3n2)cc1	-24.9	9.6	-11.6	-23.9	.	.	-0.1	-9.5
CN1CCN(C(=S)c2ccc(Br)cc2)CC1	3.8	.	-2.8	-2.0	.	.	0.6	1.1
CO[C@H]1CN(C)C(=O)c2ccc(NC(=O)Nc3ccccc3)cc2OC[C@@H](C)N(C(C)=O)C[C@H]1C	-4.1	0.3	5.3	5.6	2.5	0.3	0.0	-2.4
Cc1cc(=O)[nH]c(SCC(=O)NCCC2=CCCCC2)n1	2.0	-0.3	-2.4	-11.3	8.3	1.3	0.0	3.0
CC(C)NC(=O)N(C)C[C@@H]1Oc2ncc(-c3ccccc3F)cc2C(=O)N([C@@H](C)CO)C[C@H]1C	9.4	2.7	.	3.8	0.0	0.2	0.5	-6.3
CC(C)OCCCNC(=O)C1CCN(S(=O)(=O)c2ccc3nc4c(c(C(=O)O)c3c2)CCCCC4)CC1	-5.8	-0.9	-8.4	-16.0	-14.0	.	0.0	.
O=C(NCc1ccccn1)[C@H]1[C@H](CO)[C@H]2Cn3c(cccc3=O)[C@@H]1N2CC1CCCCC1	8.9	-1.6	.	50.7*	10.1	-0.3	0.3	0.2
O=C(C[C@H]1CC[C@H]2[C@@H](COC[C@H](O)CN2C(=O)Nc2cc(Cl)cc(Cl)c2)O1)N1CCOCC1	.	-4.0	-7.5	.	5.8	0.1	0.2	4.0
CC(C)c1ccc(OCC(O)CN2CCCC2)cc1 (configuration not stated)	-3.6	2.7	-3.2	-4.0	-7.3	.	0.0	5.0
Cc1ccn2c(C(=O)CSc3ccccc3)c(C)nc2c1	-2.0	.	-4.4	-3.4	.	0.6	0.0	-50.8
COc1cc(/C=N/NC(=O)c2c(-c3c(Cl)cccc3Cl)noc2C)ccc1OCC(N)=O	0.9	.	-4.3	-12.3	10.5	.	0.0	-4.8
CCC(=O)Nc1cccc(NC(=O)c2ccccc2Br)c1	-0.8	.	-5.9	-1.0	.	.	-0.1	-7.1
C=CCNc1nc2ccccc2nc1NS(=O)(=O)c1ccc(F)cc1	0.8	-4.2	-2.8	-53.6	-1.9	-0.1	0.0	0.8
Cc1noc(C)c1S(=O)(=O)N(C)C[C@@H]1OCCCC[C@@H](C)Oc2ccc(NC(=O)NC3CCCCC3)cc2C(=O)N([C@H](C)CO)C[C@@H]1C	-9.6	6.2	.	-4.1	0.2	-0.2	-0.1	-6.6
C[C@@H]1CN([C@H](C)CO)C(=O)c2cc(NS(=O)(=O)c3cn(C)cn3)ccc2O[C@@H]1CN(C)Cc1ccncc1	-22.7	3.5	.	0.0	-10.3	-4.3	-0.3	2.2
C[C@H](CO)N1C[C@H](C)[C@H](CN(C)C(=O)c2ccncc2)Oc2ncc(/C=C/c3ccccc3)cc2C1=O	3.8	1.5	.	0.9	-9.4	0.1	-0.8	-4.6
Cc1ccc(C2=NS(=O)(=O)N(C)C(C(=O)Nc3ccc(F)cc3F)=C2)cc1	4.6	15.2	-5.8	-22.6	-2.0	0.0	-0.3	1.3
CCN(CC(=O)Nc1ccc(NC(C)=O)cc1)C(=O)c1cn(-c2ccccc2)nc1-c1cccs1	0.6	.	.	-15.4	.	.	0.0	-14.3
COC(=O)c1sc(N)c(C(=O)OC)c1Cn1ncc(Cl)c(Cl)c1=O	8.1	-4.9	2.5	-20.0	-0.8	-0.1	0.2	13.4
CCC(=O)N1C[C@@H](C)[C@@H](OC)CN(C)C(=O)c2cc(NC(=O)c3cc(C)on3)ccc2OC[C@H]1C	.	-3.0	-1.0	.	.	0.5	-0.3	-10.8
O=C(Nc1ccc(Cl)cc1)c1ccc2snnc2c1	0.6	56.7*	-4.0	-11.8	-5.4	-0.1	-0.1	-61.1
CCNC(=O)C[C@@H]1CC[C@@H]2[C@H](COC[C@@H](O)CN2C(=O)C2CC2)O1	-1.5	-1.7	-10.4	3.1	7.9	-0.1	0.1	-4.9
CC(=O)Nc1ccc(NC(=O)CCN2C(=O)C3CC=CCC3C2=O)cc1 (configuration not stated)	1.4	3.5	-6.3	-3.0	-6.2	-0.4	0.0	-1.6
OC(c1cc(Cl)cc(Cl)c1)c1ncc(-c2cccc(F)c2)[nH]1 (configuration not stated)	-1.8	4.0	16.9	-29.4	-1.5	0.1	0.1	4.1
N#C/C(C(N)=O)=C1/SC=C(c2ccccc2)N1c1ccccc1	0.9	.	3.6	-7.5	17.3	-0.8	0.0	10.6
O=C(c1ccccc1F)N1C(=O)c2cccc3cccc1c23	3.9	.	-6.9	-13.4	.	.	0.1	-9.8
Cc1cc(NC(=O)CSc2ncn[nH]2)no1	-1.7	.	.	-10.0	.	.	0.4	8.0
N#Cc1c(Cl)nc2c(c1C#N)CCCC2	-3.6	.	-6.6	-11.5	.	5.6	-0.1	5.6
CC(C)(C)OC(=O)[C@H](Cc1ccccc1)NC(=O)c1nc[nH]c1C(=O)NCC(=O)OCc1ccccc1	-1.5	1.8	-4.1	-0.2	-0.8	.	0.3	-1.8
CC(C)CN(C(=O)c1ccc(Br)o1)C1CCS(=O)(=O)C1 (configuration not stated)	-3.4	.	-1.7	-12.7	3.6	.	-0.1	-1.6

# Other entries:
compound	S100A4 MyoIIA	esBAF inh	FN deposition inh	RAD52 inh	RAD54 branch	E-selectin induc	XiGFP reactiv	EWS-Fli inh
C[C@@H]1CN([C@H](C)CO)C(=O)c2cc(NC(=O)Nc3ccc(F)cc3)ccc2O[C@@H](C)CCCCO[C@H]1CN(C)S(C)(=O)=O	.	2.2	.	.	8.5	10.0	0.0	3.2
COc1ccc(S(=O)(=O)N(C)C[C@@H]2Oc3ccc(NS(=O)(=O)c4ccc(C)cc4)cc3C(=O)N([C@H](C)CO)C[C@@H]2C)cc1	-2.1	.	.	4.1	.	0.6	0.0	-9.5
NC(=O)c1cc(S(=O)(=O)N2CCCC2)ccc1OCc1ccc(F)cc1	0.9	7.0	-1.6	0.9	6.0	.	0.0	7.7
COc1cc(/C=N/n2c(=S)[nH]nc(C)c2=O)cc([N+](=O)[O-])c1O	11.1	.	4.9	-2.8	-7.1	.	0.0	11.5
CCOc1ccc(C2C(C(=O)NC)=C(C)Nc3nc4ccccc4n32)cc1OC (configuration not stated)	-8.5	-5.0	-4.9	-296.9	-12.2	0.5	0.2	-7.1
Cc1nn(CC(=O)NCc2ccccc2Cl)c(C)c1[N+](=O)[O-]	0.8	-0.5	-1.4	-2.0	-7.7	.	.	.
O=C(C1CCCO1)N1CCN(S(=O)(=O)c2cc(C(F)(F)F)ccc2Cl)CC1 (configuration not stated)	-7.2	-1.5	-15.1	1.0	-13.3	-0.1	0.0	-3.1
Cc1c(NC(=O)c2cc(-c3ccc(Cl)c(Cl)c3)on2)c(=O)n(-c2ccccc2)n1C	-17.0	4.0	3.4	-147.9	4.2	12.2	0.0	-11.3
COc1ccccc1N1CCN(C(=O)COc2ccc(S(=O)(=O)NC(C)C)cc2)CC1	-4.4	2.8	-9.8	4.2	10.3	-0.5	0.0	-3.6
COC(=O)N1C(=O)[C@](CC(C)C)(c2ccccc2)N1C(=O)OC	20.3	-2.3	2.7	-8.8	13.5	-0.7	0.0	-0.2
